# GSTO1 counter: counter-screen for RBBP9 inhibitors: inhibitors of human GSTO1. P78417. recombinant GSTO1, activity-based probe fluorescence polarization. inhibition, % at 5.96 µM. hit rate 1.1% among 300,000;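 active means inhibition above the campaign mean inhibition plus 3 SD, cut at about 35% in these data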;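 further: 0% = GSTO1-1 with DMSO and 100% = wells lacking GSTO1-1 enzyme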
# Target sequence (P78417 whole entry, looked up): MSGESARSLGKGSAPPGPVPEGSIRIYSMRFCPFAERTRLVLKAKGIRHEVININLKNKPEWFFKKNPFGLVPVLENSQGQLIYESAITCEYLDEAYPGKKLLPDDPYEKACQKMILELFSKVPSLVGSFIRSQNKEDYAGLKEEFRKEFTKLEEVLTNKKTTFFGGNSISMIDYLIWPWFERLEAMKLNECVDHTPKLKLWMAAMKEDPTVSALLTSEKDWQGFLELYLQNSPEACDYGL
# PAFAH1B3 FP inh: inhibitors of human PAFAH1B3 | Q15102 | recombinant PAFAH1B3, FP-rhodamine probe, fluorescence polarization | hit rate 0.28% among 340,000 | inhibition, % at 3.39 µM;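 active means inhibition above the screen-wide average of all tested compounds plus 3 SD, cut at about 25% in these data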;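 further: 0% = enzyme with DMSO only and 100% = wells lacking PAFAH1B3 protein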
# PAFAH1B2 FP inh: blocks human PAF acetylhydrolase 1b catalytic subunit 2. recombinant PAFAH1B2, FP-rhodamine activity probe, fluorescence polarization. inhibition, % at 3.39 µM. hit rate 1.2% among 340,000. AID 492953;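 active means inhibition above the mean of all tested compounds plus 3 SD, cut at about 24% in these data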;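 further: 0% = enzyme with DMSO and 100% = wells lacking PAFAH1B2; many of its hits are not listed in these tables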
# LYPLA2 inh: counter-screen for PME1 inhibitors: inhibitors of human LYPLA2 | O95372 | recombinant LYPLA2, FP-Rh probe fluorescence polarization | inhibition, % at 5.9 µM | hit rate 0.38% among 320,000 | AID 2177;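 active means inhibition above the screen-wide mean plus 3 SD, limit set per campaign, cut at about 26% in these data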;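 further: 0% = LYPLA2 with DMSO and 100% = wells lacking LYPLA2 enzyme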
# PREPL inh: human PREPL enzyme inhibition. AID 2751. Q4J6C6. recombinant PREPL, fluorescence polarization activity-based probe. inhibition, % at 5.96 µM. hit rate 0.68% among 320,000; in the data active means inhibition above about 43%;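 further: 0% = enzyme with DMSO and 100% = wells lacking enzyme; many of its hits are not listed in these tables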
# LYPLA1 inh: counter-screen for PME1 inhibitors: inhibitors of human LYPLA1; recombinant LYPLA1, FP-Rh probe fluorescence polarization; inhibition, % at 5.9 µM; AID 2174; O75608; hit rate 0.16% among 320,000;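 active means inhibition above the mean of all tested compounds plus 3 SD, set per campaign, cut at about 14% in these data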;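 further: inhibitors block serine hydrolase probe labeling of LYPLA1 so polarization falls; 0% = enzyme with DMSO and 100% = wells lacking LYPLA1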
# Target sequence (O75608 whole entry, looked up): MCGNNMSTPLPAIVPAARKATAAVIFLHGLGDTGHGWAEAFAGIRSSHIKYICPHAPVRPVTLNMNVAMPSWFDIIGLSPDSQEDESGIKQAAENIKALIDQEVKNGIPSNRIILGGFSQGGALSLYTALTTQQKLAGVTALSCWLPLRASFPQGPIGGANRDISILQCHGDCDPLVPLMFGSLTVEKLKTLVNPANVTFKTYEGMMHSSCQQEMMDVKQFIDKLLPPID
# PAD4 FP inh: PAD4 (human) enzyme inhibition; Q9UM07; recombinant PAD4, RCA probe fluorescence polarization; inhibition, % at 6.36 µM; hit rate 0.41% among 330,000; AID 485272;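 active means percent inhibition above a cutoff equal to the mean of all tested compounds plus 3 SD, cut at about 15% in these data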;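 further: 0% = PAD4 with RCA probe and DMSO and 100% = probe without PAD4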
# pPAFAH FP inh: pPAFAH (human) enzyme inhibition; recombinant pPAFAH, FP-rhodamine probe fluorescence polarization; inhibition, % at 3.39 µM; hit rate 1.5% among 330,000;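 active means inhibition above the mean inhibition across the screen plus 3 SD, cut at about 25% in these data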;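 further: inhibitors block binding of the rhodamine activity-based probe so polarization drops; 0% = enzyme with DMSO and 100% = wells lacking pPAFAH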
# Target sequence (Q13093 whole entry, looked up): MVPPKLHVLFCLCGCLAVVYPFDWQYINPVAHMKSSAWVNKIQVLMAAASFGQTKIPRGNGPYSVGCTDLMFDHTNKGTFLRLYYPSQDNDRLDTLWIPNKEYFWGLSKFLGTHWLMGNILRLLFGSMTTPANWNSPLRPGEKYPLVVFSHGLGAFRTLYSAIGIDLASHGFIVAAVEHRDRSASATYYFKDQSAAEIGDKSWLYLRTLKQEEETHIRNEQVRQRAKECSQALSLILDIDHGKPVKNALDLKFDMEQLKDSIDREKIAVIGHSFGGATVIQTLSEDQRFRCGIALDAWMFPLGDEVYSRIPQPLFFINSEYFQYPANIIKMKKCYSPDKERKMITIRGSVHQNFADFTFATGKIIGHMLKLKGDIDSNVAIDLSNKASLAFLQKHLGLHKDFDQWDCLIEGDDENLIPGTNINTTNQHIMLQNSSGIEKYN
# PAFAH2 FP inh: PAFAH2 (human) inhibition. recombinant PAFAH2, FP-rhodamine activity probe, fluorescence polarization. inhibition, % at 3.39 µM. hit rate 0.99% among 340,000. AID 492956;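 active means inhibition above the mean over all tested compounds plus 3 SD, cut at about 30% in these data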;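 further: inhibitors block probe labeling of enzyme so polarization drops; 0% = enzyme with DMSO and 100% = wells lacking PAFAH2 protein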
# * hit, by the source's call; / = no result given; & = joins results of further samples.
# Every second line gives: GSTO1 counter	PAFAH1B3 FP inh	PAFAH1B2 FP inh	LYPLA2 inh	PREPL inh	LYPLA1 inh	PAD4 FP inh	pPAFAH FP inh	PAFAH2 FP inh
1	CC(C)NS(=O)(=O)c1ccc(OCC(=O)Nc2cccc3ccccc23)cc1
    -1	4	0	4	8	-5	3	0	4
2	O=C(O)C=C(Br)Br
    -6	9	0	4	0	-3	0	-1	10
3	CCOC(=O)c1cc(-c2ccccc2)sc1NC(=O)CSc1nnnn1C
    -3	0	6	-7	-2	-9	-2	24	-17
4	CC1(C)CC(=O)C=C(NCCc2ccccc2)C1
    7	-3	4	-5	7	-4	0	2	-3
5	CCCc1cc(=O)oc2cc(OCC(=O)Nc3cc(C)on3)ccc12
    -2	5	-1	-3	16	-5	0	0	-1
6	Oc1ccc(-c2csc(-c3c[nH]c4ccccc34)n2)c(O)c1
    2	10	10	5	15	-5	0	22	7
7	COc1ccc(NC(=O)CSc2ccc(NC(C)=O)cc2)cc1S(=O)(=O)N1CCCCC1
    5	4	0	11	14	1	5	1	4
8	CN(CC(=O)Nc1ccc(F)c(F)c1F)C(=O)C1CCCC1
    /	9	6	1	-1	1	0	-2	4
9	COc1ccc(Nc2c3c(nc4ccccc24)CCC3)cc1
    -1	5	-2	1	37	1	2	-1	11
10	O=C(c1cccc(C(=O)N2CCN(c3ccccc3F)CC2)c1)N1CCN(c2ccccc2F)CC1
    2	-1	2	0	29	-2	-5	0	-1
11	O=C(N/N=C/c1ccccc1[N+](=O)[O-])c1ccc(COc2ccccc2-c2ccccc2)cc1
    -13	-20	-13	-44	8	-28	0	3	-51
12	O=C(Nc1nc(-c2ccc(F)c(F)c2)cs1)Nc1ccc(F)cc1F
    -3	-10	3	-3	-3	-1	3	-7	-3
13	O=C(COc1ccc(Cl)cc1)Nc1ccccc1CO
    26	2	4	-7	1	-2	4	-5	1
14	Cc1cc2c(cc1C)N(C(=O)CSC1=NCCS1)C(C)(C)c1ssc(=S)c1-2
    -4	5	-3	-1	7	-4	6	12	-1
15	COc1ccc(-c2cc(-c3ccc(OC)cc3)[nH]n2)cc1
    -9	6	2	3	12	-2	-4	-1	-2
16	COCCNC(=S)N1CCN(c2nc(-c3cccc(OC)c3)cs2)CC1
    4	5	9	1	12	-1	5	8	-1
17	COc1ccc(COC(=O)C2=C(C)NC(=O)NC2c2ccccc2)cc1 (stereo unspecified)
    -10	5	5	2	-15	0	0	10	0
18	O=C(O)c1c2c(nc3ccccc13)/C(=C/c1ccc(O)cc1)CC2
    16	13	16	3	6	-4	0	22	24
19	N#CC1=C(N)Oc2n[nH]c(-c3ccccc3)c2C1c1cccc(OC(=O)N2CCOCC2)c1 (stereo unspecified)
    31	2	1	0	9	-5	-9	5	-6
20	COCC(C)OC(=O)c1c(N)n(-c2ccc(OC)c(OC)c2)c2nc3ccccc3nc12 (stereo unspecified)
    15	/	/	2	-5	0	0	2	/
21	CC(C)NC(=O)CN(C)S(=O)(=O)c1ccc(F)cc1
    7	5	-3	1	4	3	0	5	2
22	CCCN(CC(=O)Nc1ccc(F)c(F)c1F)CC(=O)Nc1c(C)n(C)n(-c2ccccc2)c1=O
    /	5	-3	-2	14	2	0	1	2
23	Cc1c(C)c2cc(Cl)c(O)c(CN3CCN(C)CC3)c2oc1=O
    3	10	1	1	2	3	4	6	-1
24	Cc1nc(-c2cccc(C(F)(F)F)c2)sc1C(=O)O
    -3	6	2	-3	1	0	3	0	7
25	CC1CC(C)CN(C(=O)COC(=O)CCc2nc3ccccc3c(=O)[nH]2)C1 (stereo unspecified)
    5	-1	-1	4	1	4	0	2	-12
26	C=CCc1cc(Cl)ccc1OCCNCCN1CCOCC1
    3	4	1	-4	16	0	0	5	-1
27	CC(=O)OC1C([N+]2(C)CCCCC2)C[C@H]2C3CC[C@H]4C[C@H](OC(C)=O)C([N+]5(C)CCCCC5)CC4(C)[C@H]3CCC12C (stereo partly specified)
    2	0	-2	6	20	1	1	0	3
28	CCc1ccc(OCC(=O)O/N=C(\N)Cc2ccc([N+](=O)[O-])cc2)cc1
    2	1	8	4	6	2	-3	10	5
29	COCc1[nH]nc2c1C1(CCSCC1)C(C#N)=C(N)O2
    4	-2	-4	-2	5	-2	-12	-5	5
30	COc1ccc2c(c1)CCc1c(C(=O)NCc3cccnc3)noc1-2
    10	5	-1	3	6	1	-2	0	2
31	Cc1ccc(S(=O)(=O)N2CCC(C(=O)NCCCn3ccnc3)CC2)cc1
    -2	1	3	4	2	-1	0	6	-4
32	O=C1CCCc2ccccc2N1Cc1ccc(F)cc1
    0	0	4	7	-2	3	-1	-7	-1
33	C=CCNC(=O)NC(=O)COC(=O)C(C)Oc1ccc(Cl)cc1Cl (stereo unspecified)
    -3	13	7	-1	13	0	-3	0	6
34	CCOc1ccc(N2CC(C(=O)Nc3ccc(N4CCOCC4)cc3)CC2=O)cc1 (stereo unspecified)
    -2	-6	-9	-3	19	4	0	-3	4
35	Cc1cc(C)nc(N(C#N)CCOc2ccccc2)n1
    -1	4	6	4	1	0	3	0	6
36	COc1ccc(/C=C(\C#N)C(=O)Nc2ccccn2)cc1
    -1	16	5	7	5	0	-1	1	4
37	S=c1[nH]nc(C2CCCCC2)n1/N=C/c1ccc(Br)s1
    -1	2	3	3	8	2	-3	1	17
38	O=C(COc1ccccc1Cl)N1CCN(c2ccc([N+](=O)[O-])c(N3CCOCC3)c2)CC1
    1	0	3	5	25	13	-3	6	2
39	Cc1ccc(NC(=O)CSc2nc3sc(C)cc3c(=O)n2C)cc1
    -1	1	2	5	-10	2	-3	2	-5
40	Cc1cc(N2CCCC2)ccc1NC(=O)COc1ccc(Cl)cc1
    /	14	4	/	-4	/	-10	27*	-6
41	CCOc1ccc(S(=O)(=O)N2CCC(C(=O)Nc3cc(S(C)(=O)=O)ccc3Cl)CC2)cc1
    /	-7	3	1	2	-4	0	6	7
42	COc1ccccc1C(=O)OCCN1CCOCC1
    -2	1	-1	-1	2	-3	-3	1	-2
43	O=C(O)CN1CCCC1=Nc1ccccc1
    2	8	-1	3	3	-1	0	4	1
44	COc1ccc(CCNC2CCN(C)CC2)cc1OC
    -4	5	0	1	9	0	-2	2	-5
45	CCC1SC2=NC(C)=C(C(=O)OC)C(c3ccc(C(=O)OC)cc3)N2C1=O (stereo unspecified)
    -1	-2	0	8	14	1	2	-4	0
46	C=CCN=c1sc(C(=O)OC)cc(=O)n1CC=C
    0	3	0	-4	4	2	-4	-1	-1
47	O=C(COC(=O)COc1cccc(F)c1)NCCC1=CCCCC1
    -2	4	6	7	-4	2	2	12	4
48	CC(=O)c1cccc(Nc2cc(C)nc3ccccc23)c1
    0	2	5	5	30	2	-1	-1	-4
49	FC(F)(F)c1cc(-c2ccccc2)nc(NCc2cccs2)n1
    6	-6	-1	-12	2	0	-2	7	-7
50	CCn1nc(C)c(CNC(=O)c2cc(COc3ccc(F)cc3Cl)on2)c1C
    -3	2	4	3	-16	-2	0	5	4
51	COc1ccc(OC)c(S(=O)(=O)Nc2cc(C(=O)O)ccc2N2CC3CC(C2)c2cccc(=O)n2C3)c1 (stereo unspecified)
    2	2	7	4	0	0	1	1	3
52	COc1ccc(/C(C)=N\NS(=O)(=O)c2ccccc2)cc1OC
    2	-9	2	4	15	-1	-5	2	6
53	CCC(=O)N/N=C(\C)CC(=O)Nc1ccc2c(c1)OCCO2
    -4	-6	4	-8	10	-5	1	5	7
54	Cc1nc(N2CCC(C)CC2)c2c(C)c(C(=O)O)sc2n1
    -15	1	1	5	4	0	-1	2	6
55	NC(=O)C1CCN(C(=O)CC2C(=O)NCCN2Cc2cccc(Oc3ccccc3)c2)CC1 (stereo unspecified)
    3	1	3	7	4	-1	-5	4	-4
56	COc1ccc(-c2cc3ccccc3cn2)cc1
    /	5	-2	2	-6	3	-1	3	2
57	O=C(NC(=S)Nc1ccc(N2CCOCC2)cc1)c1cccc(Cl)c1
    8	2	6	23	9	12	-11	9	1
58	CCNc1nc(N)nc(-c2cc(Cl)ccc2O)n1
    -4	3	-3	-3	-10	0	0	0	-2
59	CC(C)=CCC/C(C)=C/CNC(=O)C[C@H]1C[C@H](C(=O)N2CCCCC2)[C@@]2(CCc3ccccc3)c3[nH]c4cc(-c5ccco5)ccc4c3CCN2C1=O
    /	-2	-1	/	/	/	0	7	-10
60	CCOC(=O)C1=C(O)/C(=C\c2ccc(CNC(=O)C(=O)Nc3ccccc3)o2)N=C1C
    16	8	-2	-6	8	-3	-1	20	14

# (list continues)
# Every second line gives: GSTO1 counter	PAFAH1B3 FP inh	PAFAH1B2 FP inh	LYPLA2 inh	PREPL inh	LYPLA1 inh	PAD4 FP inh	pPAFAH FP inh	PAFAH2 FP inh
61	Cc1ccccc1OC(C)C(=O)NC1CCCC1 (stereo unspecified)
    6	-1	3	8	-6	1	0	-6	10
62	Cc1c(N=C/C=C2/N(C)c3ccccc3C2(C)C)c(=O)n(-c2ccccc2)n1C
    2	6&2	5&0	-12	2	-5	-13	1	1&-9
63	CCN(CC)CCCN(C(C)=O)c1nc(-c2cc(OC)ccc2OC)cs1
    -2	6	5	7	14	4	-5	8	3
64	O=C(CC1C(=O)NCCN1C(=O)Nc1ccc(F)cc1)Nc1cc(Cl)ccc1Cl (stereo unspecified)
    3	-3	4	2	2	2	2	5	-1
65	CCOc1ccccc1OCCCNCc1ccccc1
    6	5	3	-1	-3	2	-7	4	-2
66	CCc1ccccc1NC(=O)CSc1nc2ccccc2nc1N1CCOCC1
    1	3	-3	-4	4	-2	-4	-1	-6
67	Cc1ccc(CN2CC(C(=O)NNC(=O)Cn3ccc(C(F)(F)F)n3)CC2=O)cc1 (stereo unspecified)
    /	1	-1	-2	3	2	2	-1	3
68	Fc1ccc(CN2CCN(c3ncnc4scc(-c5ccc(F)cc5)c34)CC2)cc1
    -9	5	6	-3	13	-1	-9	2	3
69	CCn1c(SCC(=O)NNC(=S)Nc2ccccc2)nnc1-c1ccc(Cl)cc1
    7	3	5	-1	3	-1	-4	5	3
70	Nc1ccccc1C(=O)N1O[C@@H]2C=C[C@H]1C2
    /	1	-2	/	/	/	2	3	-1
71	Cn1c(SCC(=O)NC2CCCC2)nnc1-c1ccco1
    7	9	1	-2	1	1	-4	-2	-9
72	O=C(Cc1ccccc1)NNC(=O)Cc1ccccc1
    4	5	2	-3	-3	-1	2	5	6
73	COc1ccc(-c2ccc(=O)n(CC(=O)Nc3cccc(O)c3)n2)cc1OC
    2	2	4	-5	-5	-4	0	-3	-10
74	OCCN=Cc1c(O)[nH]c2ccccc12
    5	2	6	-1	9	-4	-6	3	3
75	CN(C)/N=C/C=C1\CCC/C(=C\c2ccc(F)c(F)c2)C1=O
    -8	/	/	4	9	4	1	8	/
76	COc1cccc(CN2CCN(Cc3ccc(O)cc3)CC2CCO)c1 (stereo unspecified)
    10	-2	4	4	8	0	1	0	-3
77	Cc1ccc(Nc2ccc3nonc3c2[N+](=O)[O-])cc1
    1	0	3	3	-4	1	-10	5	5
78	C[C@@H](NC(=O)c1[nH]cnc1C(=O)Nc1ccccc1)c1ccccc1
    /	4	4	-14	-18	-14	-2	2	12

# A draw from above in order of SMILES length, rising.
# Every second line gives: GSTO1 counter	PAFAH1B3 FP inh	PAFAH1B2 FP inh	LYPLA2 inh	PREPL inh	LYPLA1 inh	PAD4 FP inh	pPAFAH FP inh	PAFAH2 FP inh
66	CCc1ccccc1NC(=O)CSc1nc2ccccc2nc1N1CCOCC1
    1	3	-3	-4	4	-2	-4	-1	-6
63	CCN(CC)CCCN(C(C)=O)c1nc(-c2cc(OC)ccc2OC)cs1
    -2	6	5	7	14	4	-5	8	3
69	CCn1c(SCC(=O)NNC(=S)Nc2ccccc2)nnc1-c1ccc(Cl)cc1
    7	3	5	-1	3	-1	-4	5	3

# Only part of the results is shown, so the mix of outcomes need not match the whole.
